# D2 potentiator – positive allosteric modulators of human D2 dopamine receptor | P14416 | HEK293 T-REx D2, calcium flux, EC20 dopamine potentiation | potentiation, % at 10 µM | 340,000 tested, 0.34% active | AID 485347;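 active = potentiation over 3 SD above the plate norm, cut at about 30% in these data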; also: 0% is about no effect
# Target sequence (P14416 whole entry, looked up): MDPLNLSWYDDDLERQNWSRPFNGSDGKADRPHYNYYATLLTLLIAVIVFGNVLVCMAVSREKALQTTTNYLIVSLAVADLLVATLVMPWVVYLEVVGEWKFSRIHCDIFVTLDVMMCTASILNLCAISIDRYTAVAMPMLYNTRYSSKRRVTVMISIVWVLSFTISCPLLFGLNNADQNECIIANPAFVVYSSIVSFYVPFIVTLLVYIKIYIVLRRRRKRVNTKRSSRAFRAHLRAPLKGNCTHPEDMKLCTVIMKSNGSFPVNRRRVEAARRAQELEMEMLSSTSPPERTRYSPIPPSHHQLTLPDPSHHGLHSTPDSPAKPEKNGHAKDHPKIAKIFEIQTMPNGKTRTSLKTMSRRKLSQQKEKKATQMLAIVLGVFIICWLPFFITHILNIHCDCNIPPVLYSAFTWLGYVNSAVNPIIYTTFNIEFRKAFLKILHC
#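 Tetracycline-induced HEK293 T-REx cells force-coupled to calcium signalling expressed D2; compounds were pin-added after a 10 s baseline, read kinetically 180 s, then an EC20 dopamine challenge followed with a further 180 s calcium read.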
# Glioma ERSR ind – ER stress response induction in glioma. U87-MG GRP78 promoter luciferase reporter, 16 h. Potency, µM, for the others: at the highest dose activation, most hits filed as activators. 420,000 tested, 0.02% active; also: potency is read from the fitted curve at half-maximal effect; series mostly up to about 76 µM; % of control where 0% means no effect; nearly all actives have a fitted effect of over 35% in size
#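 Stably transfected U87-MG human glioma cells carrying a GRP78-based luminescent sensor were seeded at 1000 cells/well, pin-dosed with compounds and incubated 16 h. Luciferase reagent was then added, and end-point luminescence was read after 10 min at room temperature.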
# D1 antagonist – human D1 dopamine receptor antagonism. HEK293 TREx D1 cells, calcium flux, dopamine EC80; hits give low values. 360,000 tested, 3.2% active. P21728. activity change, negative = inhibition, % at 10 µM; in the data active = activity change below about -30%; also: % is scaled to controls: 0 for no effect and ±100 for the full control effect
#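 Cells carrying a force-coupled, tetracycline-inducible human D1 receptor report calcium flux. Each well gets a 10 s baseline, compound with 180 s monitoring, then an EC80 dopamine stimulus with a second 180 s kinetic read.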
# D1 potentiator – human D1 dopamine receptor positive modulation; P21728; 360,000 tested, 0.036% active; potentiation, % at 10 µM; HEK293 TREx D1 cells, calcium flux, dopamine EC20 potentiation; in the data active = potentiation above about 30%; also: 0% is about no effect
# D1 ag – human D1 receptor agonism | P21728 | HEK293 T-REx D1 cells, calcium flux, agonist mode | activation, % at 2 µM | 360,000 tested, 1% active; in the data active = activation above about 30%; also: 0% is about no effect
#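 Inducible HEK293 T-REx D1 cells, force-coupled to calcium signalling, were plated at 4000 cells/well with tetracycline and held overnight at 30 C. After no-wash calcium dye loading, compound-evoked calcium rise over 180 s flagged agonists.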
# RXFP1 antagonist – antagonists of human relaxin receptor RXFP1. activity change, negative = inhibition, % at 57.5 µM. AID 1259400. Q9HBX9. 350,000 tested, 0.59% active. HEK293-RXFP1, relaxin-stimulated cAMP HTRF, 30 min; hits give low values;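 active = activity change of -60% or lower, but not beyond a set lower limit; inconclusive = change between -60% and -40%, or beyond the set limit; inactive = change above -40%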; also: % is scaled to controls: 0 for no effect and ±100 for the full control effect
# Vif-APOBEC3F blk – Vif-A3F binding inhibition; HeLa A3F-eYFP + Vif (tagged APOBEC3F with the HIV-1 protein that degrades it), YFP fluorescence increase; Potency, µM (highest dose often 46.1 µM), without a hit: at the top dose activity, negative = active; 390,000 tested, 0.2% active; also: potency is read from the fitted curve at half-maximal effect; % of control where 0% means no effect; nearly all actives have a fitted effect of over 65% in size
#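 Fluorescence increase (Ex 488/Em 500-530) after overnight compound treatment at 37 deg C flags inhibition of Vif-driven A3F-eYFP loss in stable HeLa A3F-eYFP/Vif cells seeded overnight beforehand.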
# RXFP1 ag – RXFP1 (human) receptor agonism. 370,000 tested, 0.3% active. HEK293T-RXFP1 cAMP TR-FRET, 30 min; response scale: percent of porcine relaxin response, buffer zero. AID 2676. Potency, µM (doses to about 57.5 µM), for the others: at the top dose activation, most hits filed as activators; also: potency is read from the fitted curve at half-maximal effect; % is scaled to controls: 0 for no effect and ±100 for the full control effect; nearly all actives have a fitted effect of over 60% in size; many of its hits are not listed in these tables
#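 HEK293 cells stably expressing RXFP1, treated 30 min at 37C with compounds plus PDE4 inhibitor Ro 20174; cAMP measured by HTRF TR-FRET. Normalized to buffer and 29 nM porcine relaxin; EC50 by Hill fit.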
# Vif-APOBEC3G blk – blocks the Vif interaction with human APOBEC3G; Q9HC16; HeLa A3G-eYFP + Vif (tagged APOBEC3G with the HIV-1 protein that degrades it), YFP fluorescence, overnight; Potency, µM (highest dose often 46.1 µM), without a hit: at the top dose activity, negative = active, usual class: inhibitors; 410,000 tested, 0.076% active;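 also: potency is read from the fitted curve at half-maximal effect; % is scaled to controls: 0 for no effect and ±100 for the full control effect; nearly all actives have a fitted effect of over 60% in size; hits raise eYFP signal because A3G escapes Vif-driven loss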
# Target sequence (Q9HC16 whole entry, looked up): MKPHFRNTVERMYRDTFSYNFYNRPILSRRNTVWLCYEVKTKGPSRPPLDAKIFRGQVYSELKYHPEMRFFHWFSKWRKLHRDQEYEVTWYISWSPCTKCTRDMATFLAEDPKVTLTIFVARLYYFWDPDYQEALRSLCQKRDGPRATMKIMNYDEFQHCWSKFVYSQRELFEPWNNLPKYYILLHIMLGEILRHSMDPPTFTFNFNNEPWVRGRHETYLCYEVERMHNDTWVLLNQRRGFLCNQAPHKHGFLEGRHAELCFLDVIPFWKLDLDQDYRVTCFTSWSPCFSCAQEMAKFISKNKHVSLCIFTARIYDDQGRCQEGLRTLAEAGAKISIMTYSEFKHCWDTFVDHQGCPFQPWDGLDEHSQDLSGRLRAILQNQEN
#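 Read-out is eYFP fluorescence (Ex 488/Em 500-530) from Vif-expressing HeLa A3G-eYFP cells; more signal means A3G escaped Vif-mediated degradation. Cells plated overnight, compound pinned in, incubated overnight at 37 deg C.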
# The depositor's hits bear a star; ? = inconclusive; nt = not tested or not shown. Unless noted, calls follow the shape of the dose curve; as a rule, active = well fitted curve in the direction sought with a large enough effect; inconclusive = small, poorly fitted or top-dose-only effect, or another doubt; inactive = no such curve, though single readings can be large; an effect the other way counts as inactive or inconclusive.
no.	SMILES	D2 potentiator	Glioma ERSR ind	D1 antagonist	D1 potentiator	D1 ag
1	Cn1c(=O)c2c(nc(CN3CCC(Cc4ccccc4)CC3)n2CCN2CCOCC2)n(C)c1=O	2	-2%	-8	3	1
2	Cc1cccc(N2C(=O)CC(N3CCN(C(=O)c4ccccc4)CC3)C2=O)c1 (centres undefined)	6	-1%	5	6	-3
3	CC(C)(CC(=O)O)CC(=O)Nc1ccc(Cl)c(Cl)c1	8	1%	-58*	-3	1
4	COc1ccc(CNC(=O)Cn2cnc3c(=O)n(C)c(=O)n(C)c32)cc1	19	-8%	-4	6	5
5	Cc1ccc(Cl)cc1N1CCN(C(=O)c2ccc(CS(=O)(=O)c3ccc(Br)cc3)o2)CC1	9	-3%	-21	-5	-1
6	O=C(Nc1ccccc1)OCN1C(=O)c2ccccc2C1=O	-4	10%	8	-5	4
7	Cc1cccc(C(=O)NCCC(=O)Nc2ccc(C#N)cc2)c1	15	-2%	-2	0	0
8	CCNC(=S)N1CCN(c2ccc([N+](=O)[O-])cc2)CC1	24	-5%	-9	-1	3
9	CCc1c(C)nc2ccc(Br)cc2c1SCCC#N	9	-8%	12	-1	0
10	CNC(=O)C1CC(=O)N(c2ccc(OCC(=O)Nc3ccccc3)cc2)C1 (centres undefined)	nt	-2%	nt	nt	nt
11	O=C(Nc1ccccc1C(=O)Nc1nnc(C(F)(F)F)s1)c1ccccc1Cl	-8	0%	-30*	-3	26
12	Cn1ncc2c(NCc3ccccc3)nc(NCCCO)nc21	10	-4%	-14	0	2
13	Cc1ccc(NS(=O)(=O)c2cccc(C(=O)OCC(=O)NCc3ccco3)c2)cc1	0	-2%	6	-3	10
14	COc1ccc(-c2[nH]ncc2CN2CCN(C(=O)c3ccco3)CC2)cc1F	-10	-4%	37	-3	3
15	O=C(N/N=C/c1ccncc1)c1cc2c(ccc3ccccc32)o1	-8	-4%	-32*	0	2

no.	RXFP1 antagonist	Vif-APOBEC3F blk	RXFP1 ag	Vif-APOBEC3G blk
1	7	6%	-0.5%	-6%
2	13	-6%	-0.7%	1%
3	2	3%	-0.6%	-3%
4	14	1%	18%	5%
5	nt	1%	-1.2%	-6%
6	3	3%	2.6%	1%
7	-3	5%	0.2%	1%
8	-1	3%	-1.4%	2%
9	17	1%	15%	-7%
10	-8	-12%	nt	-1%
11	-27	1%	2.4%	-20%
12	-5	2%	2.7%	-15%
13	-6	-9%	0.4%	-4%
14	-7	13%	1.1%	1%
15	6	1%	0.8%	-6%

# Later entries.
no.	SMILES	D2 potentiator	Glioma ERSR ind	D1 antagonist	D1 potentiator	D1 ag
16	Cc1cc(C)nc(N2CCC(C(=O)NNC(=O)Cc3ccccc3)CC2)n1	0	1%	4	7	0
17	CCCCCn1c(CCNC(=O)c2ccc(F)cc2)nc2ccccc21	-16	-3%	-29	-1	14
18	Cc1snc(S(=O)(=O)Cc2ccccc2Cl)c1C#N	-6	-6%	-14	-9	2
19	CN(C)S(=O)(=O)c1cccc(NC(=O)COC(=O)c2ccc3ccccc3n2)c1	nt	-2%	nt	nt	nt
20	CC1=CC(=O)N(c2ccn(C)n2)C1=O	2	-3%	5	4	0
21	O=C(CCCC(=O)Nc1cccnc1)Nc1cccnc1	4	-1%	8	-3	3
22	CCCCCn1c(=O)[nH]c2cc(C(=O)NCCCN(C)Cc3ccccc3)ccc2c1=O	-9	-4%	21	-9	4
23	Cc1cc(NC(=O)c2ccc(-c3ccccc3F)o2)no1	-7	8%	10	-4	6
24	O=C(O)c1ccc(C(=O)c2cc([N+](=O)[O-])cc([N+](=O)[O-])c2)cc1	nt	-3%	nt	nt	nt
25	Fc1ccc(Sc2nc(-c3ccccc3)nnc2C(F)(F)F)cc1	4	-14%	-2	-3	13
26	COc1ccc(CCC(=O)Nc2ccccc2C(F)(F)F)cc1	3	1%	-1	-4	5
27	Cc1ccc(NS(=O)(=O)c2cn(C)c(=O)n(C)c2=O)c(C)c1	-1	-7%	-35*	-10	5
28	CCOC(=O)c1nnn(CC(=O)NC(=O)Nc2ccccc2)c1C(=O)OCC	3	-5%	-18	0	8
29	Cc1c(NC(=O)c2nn3c(C(F)(F)F)cc(-c4ccccc4)nc3c2Br)c(=O)n(-c2ccccc2)n1C	-5	-4%	-16	-6	4
30	O=C(COc1ccccc1)N1CCNC1=O	21	0%	0	-7	3

no.	RXFP1 antagonist	Vif-APOBEC3F blk	RXFP1 ag	Vif-APOBEC3G blk
16	0	5%	0.0%	1%
17	nt	0%	1.8%	2%
18	-6	3%	0.0%	1%
19	6	8%	nt	-7%
20	17	-14%	-0.8%	-9%
21	-2	-5%	-0.2%	2%
22	1	2%	0.6%	0%
23	4	3%	3.1%	5%
24	15	-2%	nt	-1%
25	-18	-4%	2.1%	-23%
26	-6	4%	2.2%	0%
27	2	-5%	1.0%	0%
28	4	3%	1.7%	1%
29	-4	8%	3.1%	0%
30	-18	2%	1.1%	-7%

# More structures follow.
no.	SMILES	D2 potentiator	Glioma ERSR ind	D1 antagonist	D1 potentiator	D1 ag
31	N#C/C(=C\c1ccc([N+](=O)[O-])cc1)c1ccccn1	3	5%	-9	0	0
32	CC1CCc2noc(NC(=O)c3ccc([N+](=O)[O-])cc3)c2C1 (centres undefined)	-2	0%	-20	-2	4
33	O=C(COC(=O)c1cnccn1)Nc1cccc2ccccc12	6	-3%	3	6	3
34	CN(C)C(CNC(=O)c1ccccc1C(F)(F)F)c1ccco1 (centres undefined)	2	0%	10	5	-1
35	COc1ccc(C(CCN)Cc2ccccc2)cc1 (centres undefined)	-5	-8%	11	nt	10
36	CCOc1ccc(C2=NNC(c3cccs3)=Nc3ccc(OC)cc32)cc1	11	12%	-38*	-5	1
37	CC1CCC2(CC1)SCC(=O)N2c1ccccc1 (centres undefined)	-7	0%	13	-5	1
38	OCCn1nc2c3ccccc3nc-2n(-c2ccccc2)c1=S	2	5%	6	1	-1
39	CC(C)C[C@H](NC(=O)c1nc[nH]c1C(=O)N[C@@H](CCCCNC(=O)OC(C)(C)C)C(=O)OC(C)(C)C)C(=O)OC(C)(C)C	3	-1%	-12	-6	6
40	Cc1cc(C)c2[nH]c(=O)c(C(c3nnnn3CC3CCCO3)N3CCC(C)CC3)cc2c1 (centres undefined)	1	-2%	-3	-5	2
41	Cc1cccc(S(=O)(=O)c2cn(C)c3cc(N4CCCCCC4)c(F)cc3c2=O)c1	-4	0%	0	1	0
42	O=C(N/N=C\c1ccc(OC(=O)c2ccco2)cc1)c1ccc(Cl)cc1	-3	1%	-6	3	4
43	CC(=O)c1cccc(NC(=O)c2oc3c(c2C)-c2nn(Cc4ccc(Cl)cc4)cc2CC3)c1	-5	-4%	1	2	0
44	O=C(Nc1ccccc1Cl)c1ccc(-n2cccn2)c([N+](=O)[O-])c1	0	5%	-4	-8	4
45	COCCCN(C(=S)NC(=O)C(C)(C)C)c1c(N)n(Cc2ccccc2)c(=O)[nH]c1=O	7	0%	4	-4	1

no.	RXFP1 antagonist	Vif-APOBEC3F blk	RXFP1 ag	Vif-APOBEC3G blk
31	-7	-31%	3.7%	-5%
32	-13	1%	6.3%	0%
33	9	8%	0.6%	-2%
34	-8	1%	-2.9%	-6%
35	-7	-6%	0.5%	1%
36	-18	nt	-2.4%	-5%
37	14	-1%	1.0%	1%
38	-5	nt	-0.1%	-1%
39	nt	0%	-2.1%	-7%
40	22	4%	2.5%	-4%
41	1	0%	5.1%	0%
42	-9	?	0.7%	-11%
43	-21	-2%	6.9%	-4%
44	?	3%	1.6%	1%
45	11	-1%	7.1%	0%

# An excerpt from above with just D2 potentiator, Vif-APOBEC3G blk and D1 ag.
cpd	Compound	D2 potentiator	Vif-APOBEC3G blk	D1 ag
38	OCCn1nc2c3ccccc3nc-2n(-c2ccccc2)c1=S	2	-1%	-1
39	CC(C)C[C@H](NC(=O)c1nc[nH]c1C(=O)N[C@@H](CCCCNC(=O)OC(C)(C)C)C(=O)OC(C)(C)C)C(=O)OC(C)(C)C	3	-7%	6
40	Cc1cc(C)c2[nH]c(=O)c(C(c3nnnn3CC3CCCO3)N3CCC(C)CC3)cc2c1 (centres undefined)	1	-4%	2
41	Cc1cccc(S(=O)(=O)c2cn(C)c3cc(N4CCCCCC4)c(F)cc3c2=O)c1	-4	0%	0
42	O=C(N/N=C\c1ccc(OC(=O)c2ccco2)cc1)c1ccc(Cl)cc1	-3	-11%	4

# (list continues)
no.	SMILES	D2 potentiator	Glioma ERSR ind	D1 antagonist	D1 potentiator	D1 ag
46	COC(=O)c1c(NC(=O)C2CC2)sc(C(=O)Nc2ccccc2)c1C	-2	7%	-2	0	2
47	C/C=C/c1ccc(OCC(=O)O)c(OC)c1	11	-4%	-1	2	1
48	CC(CNC(=O)c1ccccc1Cl)c1ccccc1 (centres undefined)	-1	4%	18	1	2
49	C=CCN1C(=O)C(Cc2cccc(C)c2)SC1=Nc1ccc(C(=O)O)cc1 (centres undefined)	-3	-2%	-25	-2	6
50	O=C(CN1CCN(c2ccc(F)cc2)CC1)N(C1CCCC1)C1CCS(=O)(=O)C1 (centres undefined)	11	-4%	6	-8	0
51	O=C(Cc1ccc([N+](=O)[O-])cc1)Nc1ccc(O)cc1C(=O)O	6	-4%	7	10	3
52	Cc1c(C(=O)Nc2ccccc2)sc2nc3n(c(=O)c12)CCCCC3	-2	9%	-2	-2	6
53	CCOc1nc(Nc2ccc(OC)cc2OC)nc(OCC)n1	4	3%	-31*	-5	6
54	COc1ccc(-c2cc(C(=O)N3CCCc4ccccc43)no2)cc1OC	15	4%	9	-3	0

no.	RXFP1 antagonist	Vif-APOBEC3F blk	RXFP1 ag	Vif-APOBEC3G blk
46	2	10%	5.4%	-6%
47	-11	0%	0.2%	9%
48	1	-4%	0.2%	3%
49	0	-7%	2.1%	0%
50	1	-19%	-2.8%	0%
51	-8	-17%	-0.1%	3%
52	5	1%	1.9%	-1%
53	1	1%	4.9%	0%
54	-25	-17%	-1.1%	0%

# From PubChem

# Some of the compounds tested; count on the stated rates, not on these rows.
